Bioassay records (PubChem BioAssay)
C2C12 statin: protects C2C12 myotubes from simvastatin toxicity | ATP luminescence, 48 h; scaled: DMSO 0, geranylgeraniol control 100 | rescue of ATP level, % at 7.49 µM | actives 0.78% (n = 330,000);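 active means mean ATP rescue above about 67%, or every replicate alone reaching that limit, limit read from the data, passing the limit was not always enough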;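 further: myotubes were challenged with 10 µM simvastatin during compound exposure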
PGC1a acetyl inh: lowers PGC1a acetylation signal in U2OS cells; AlphaScreen anti-acetyl-lysine; with virally co-expressed GCN5 acetyltransferase; inhibition, % at 15.6 µM; actives 0.17% (n = 350,000); AID 651687;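 active means every replicate shows inhibition of at least 40%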;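 further: 0% = neutral control wells and 100% = positive control wells; some results beyond the cut were filed as inactive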
Cneo AK release: causes C. neoformans cell lysis. adenylate kinase release luminescence, 4 h; normalised: neutral wells 0, clomiphene wells 100. lysis activity, % at 15 µM. actives 0.2% (n = 360,000). AID 651654;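 active means mean lysis activity across replicates of at least 80%, whatever share of replicates individually reach that level; inactive means mean lysis activity below 80%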
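Schedule: static 4 h at 37 °C with compound, 1 h detection; system: C. neoformans cells; benchmarks: Clomiphene as positive control; buffer or medium: fresh YPD medium; measure: luminescence rise reflecting yeast cell lysis; measured by: luminescent adenylate kinase detection reagent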
* marks the source's active call; other numbers are inactive results. Some of the compounds tested; the hit share may differ from the screen's.

SMILES	C2C12 statin	PGC1a acetyl inh	Cneo AK release
CCC(=O)N1C(=O)CCN(C(C)=O)c2ccccc21	-5	-4	0
COc1ccccc1Nc1ncc(C(=O)N2CCC(C(N)=O)CC2)c2ccccc12	7	11	-9
Cc1ccc(C(c2sc3nc(C)nn3c2O)N2CCN(c3ccccc3F)CC2)cc1 (centres undefined)	16	0	1
CCOC(=O)c1nnn(-c2nonc2N)c1CSc1ccccn1	7	8	-6
CC1CCN(C(=O)CSCc2ccc(Cl)cc2)CC1	5	-21	-4
C=CCn1c(Sc2nc(C)cs2)nc2c1c(=O)[nH]c(=O)n2C	-6	-5	1
COC(=O)/C=c1/s/c(=C(/C#N)C(=O)N2CCOCC2)n(-c2ccccc2)c1=O	-2	7	3
CS(=O)(=O)c1nc(-c2ccc(Br)cc2)cc(-c2ccccc2)c1C#N	15	-1	0
COc1ccccc1-n1c(SCC(=O)N2CCCC2)nc2cccnc21	-7	0	0
Cc1onc(-c2ccccc2Cl)c1C(=O)N1CCN(C(=O)c2ccco2)CC1	3	-3	-1
CCOc1ccccc1NC(=O)Cn1c(=O)c(OCC)nc2cnccc21	-5	-3	0
Cc1ccc(-c2nc3ccccc3c(=O)n2CCCn2ccnc2)cc1	-5	-32	2
Cc1ccc(CCNC(=O)C2CCN(S(=O)(=O)N3CCCC3)CC2)cc1	12	0	-1
CCOc1ccc2nc(SCC(=O)NC3CCS(=O)(=O)C3)[nH]c2c1 (centres undefined)	9	16	0
CCOC(=O)c1sc(NC(=O)c2cc(-c3ccc(C)cc3)nc3ccccc23)c(C#N)c1C	-48	1	1
CC1(C)NC(=O)N(CC(O)CNC23CC4CC(CC(C4)C2)C3)C1=O (centres undefined)	-6	18	-3
COc1ccc(OC)c(C2C(C(C)=O)=C(O)C(=O)N2Cc2cccnc2)c1 (centres undefined)	-11	5	-1
O=C1NC(c2cccnc2)C(C(=O)c2cccs2)C(O)(C(F)(F)F)N1 (centres undefined)	10	3	-1
O=C(CN(C(=O)C1CSC(=O)C1)c1ccccc1F)NCc1ccc2c(c1)OCO2 (centres undefined)	6	2	-6
O=C1C(Cl)=C(N2CCCCCC2)C(=O)N1c1ccccc1	-10	8	-1
Cc1noc(C)c1CSc1nc2ccccc2s1	9	0	-1
COc1ccc(-c2nc3ccccc3c(=O)n2CCN2CCOCC2)cc1	-9	-11	0
Cn1c(=O)n(C)c2cc(C(=O)c3ccccc3)ccc21	12	2	-3
Cc1ccc2c(c1)nnn2C1CCN(S(=O)(=O)c2ccc(C(=O)N3C(C)CCCC3C)cc2)CC1 (centres undefined)	-38	1	-2

Reformatted: 2 of the compounds above
compound: CCOc1ccccc1NC(=O)Cn1c(=O)c(OCC)nc2cnccc21
  C2C12 statin = -5	PGC1a acetyl inh = -3	Cneo AK release = 0

compound: Cc1ccc(-c2nc3ccccc3c(=O)n2CCCn2ccnc2)cc1
  C2C12 statin = -5	PGC1a acetyl inh = -32	Cneo AK release = 2

The listing continues:
SMILES	C2C12 statin	PGC1a acetyl inh	Cneo AK release
CC1(C)Cc2c(sc3nc4n(c(=N)c23)CCCCC4)CO1	-7	-6	0
CCOC(=O)C1C(=O)C=C(c2ccc([N+](=O)[O-])cc2)CC1c1ccccc1 (centres undefined)	-6	-3	-4
Cc1cc(NC(=O)CCCOc2ccc(Cl)cc2Cl)no1	-1	11	-1
COc1cc(C(=O)OCC(=O)Nc2cc(C)on2)cc(OC)c1OC	13	-3	-1
Cc1ccc(Cn2ccc(-c3cnc(-c4ccccc4)s3)n2)cc1	12	2	-2
Cc1cnc(C(=O)OCC(=O)Nc2ccc(Cl)cc2Cl)cn1	4	10	3
COc1ccc(N2C(=O)CC(N(Cc3ccc(S(N)(=O)=O)cc3)C(C)=O)C2=O)cc1 (centres undefined)	-12	10	-2
O=c1cc(N2CCOCC2)[nH]c(=O)n1C1CCCCC1	122*	-4	3
CC(=O)c1c(C)[nH]c(C(=O)OCC(=O)N2CCN(S(=O)(=O)c3ccc(C)cc3C)CC2)c1C	-1	-20	0
CCCC(=O)Nc1cccc(C(=O)Nc2nccs2)c1	2	10	0
CCCCn1c(CN2CCN(c3ccccc3)CC2)nc2c1c(=O)n(C)c(=O)n2C	22	1	1
Cc1cc(C)c(C(N)=O)c(NC(=O)Nc2ccccc2)n1	1	2	0
N/C(=N\OC(=O)c1ccc(Cl)c(Cl)c1)c1cccnc1	1	9	-1
CSc1nc(NCC(C)C)nc(N2CCOCC2)n1	0	1	0
Cc1ccc(C(=O)Nc2ccc(N3CCOCC3)nc2)cc1	7	6	-1
CC(C)CNc1oc(-c2ccco2)nc1C#N	-4	-11	1
NC(=O)NOCc1ncc(C(F)(F)F)cc1Cl	-19	9	-2
CC(C)N(C=O)C1(C(=O)NC2CCCCC2)CCCCC1	-5	-8	0
CCOC(=O)Cn1nc(C)n(-c2ccc(C)cc2)c1=O	10	4	6
Cc1ccc(Nc2ncnc3sc(C)c(C)c23)cc1	-9	9	0
Fc1ccccc1CSc1ncn[nH]1	7	-1	-2
CC(=O)OCC1OC(OC2C[C@]3(C)C(CC(O)C4C([C@](C)(CCC=C(C)C)OC5OC(CO)C(O)C(O)C5O)CC[C@]43C)[C@@]3(C)CCC(O)C(C)(C)C23)C(O[C@@H]2OC(C)C(O)C(O)C2O)C(O)C1O (some centres undefined)	-6	19	-4
CC1(C)CC(=O)C=C(NC2CC(C)(C)NC(C)(C)C2)C1	4	6	-1
COCc1cc(C)nc(SCC(=O)Nc2ccc(C)c(C)c2)c1C#N	3	-1	2
COc1ccc(/C=N\NC(=O)C2C(=O)NCC2c2ccccc2)cc1O (centres undefined)	-9	3	1
COc1ccc(C(=O)Nc2ccccc2NC(=O)c2ccco2)cc1OC	3	-1	-2
COC(=O)Nc1ccc(S(=O)(=O)N2CCCC(C(=O)Nc3cccc4c3OCCO4)C2)cc1 (centres undefined)	-21	7	-2
NC(=O)Nc1ccc(Oc2c(F)c(F)c(F)c(F)c2F)cc1	-5	-9	-4
Cc1nc2ncnn2c(N2CCN(C(=O)Cc3cccs3)CC2)c1C	3	2	0
COCCCNC(=O)c1ccccc1Oc1ccccc1	10	-2	1
CCSC1=C(C#N)C(c2ccc(Cl)cc2)C2=C(CCCC2=O)N1 (centres undefined)	10	1	-1
CCn1c(-c2ccc(Cl)cc2)n[nH]c1=S	22	6	-3
Cc1nc(SCc2c(F)cccc2Cl)n[nH]1	-29	4	2
CC(=O)N1CCN(c2ccc(NCc3ccc(C(C)C)cc3)cc2)CC1	-21	3	12
O=C(CCNC(=O)c1ccccc1Cl)Nc1ccc2c(c1)OCO2	4	1	1
CC(C)NS(=O)(=O)c1cccc2nsnc12	27	0	1
COc1ccc(-c2ccc3c(c2)S(=O)(=O)c2cccc(C(=O)NCc4cc(C)oc4C(F)(F)F)c2C3=O)cc1OC	-14	4	-4
CCOC(=O)COc1ccc(C(=O)c2ccccc2)c(O)c1	14	-1	-6
Cc1ccc(/C=N/NC(=O)c2ccc(C(=O)N/N=C/c3ccc(C)s3)o2)s1	-41	-8	2
COc1ccc(C(=O)NC(=S)NCc2ccco2)cc1OC	14	-10	-3
O=C1c2ccccc2C(=O)N1CC1c2ccccc2CCN1S(=O)(=O)c1cnc[nH]1 (centres undefined)	-12	-4	-2
Cc1sc2nc(CN(C(=O)c3cccs3)C3CCCC3)[nH]c(=O)c2c1C	148*	12	0
CC(=O)Oc1ccc2occ(C(=O)c3cccs3)c2c1	29	8	-1
CCOC(=O)C1=C(C)NC(=O)NC1c1c(OCC(=O)N2CCCCC2)ccc2ccccc12 (centres undefined)	-6	47	1
CCC(=NC(C)c1ccccc1)c1c(O)n(C)c(=O)n(C)c1=O (centres undefined)	-28	10	-8
CCC(c1nnnn1C(C)(C)CC)N(CCCN1CCOCC1)Cc1cc2cccc(C)c2[nH]c1=O (centres undefined)	-2	-13	0
CCOc1cc(CNC2CCCC2)cc(Cl)c1OCc1ccc(F)cc1	8	78*	7
CCc1ccccc1NC1=NCC(=O)N1Cc1ccc2c(c1)OCO2	17	-17	0
N#CC1=C(N)Oc2cc(O)ccc2C1c1ccncc1 (centres undefined)	2	-3	-7
COc1ccccc1CNC(=O)COC(=O)c1ccc(S(=O)(=O)N2CCCC2)cc1	10	-2	-4
COc1ccc(NC(=O)CSc2ccccn2)cc1	18	-15	-1
C/C=C/c1ccc(OCCCNC2CCCC2)c(OC)c1	-32	-1	-1
Cc1ccc(OCC(=O)OC2CCS(=O)(=O)C2)cc1 (centres undefined)	-2	0	1
Cc1c(NC(=O)CN2C(=O)c3cccc4cccc2c34)c(=O)n(-c2ccccc2)n1C	3	-7	-2
O=c1c2cnn(-c3ccccc3)c2nc(-c2cccs2)n1-c1ccc(Br)cc1	-1	-14	-9
CCOC(=O)N1CCC(NC(=O)CSCc2nc(-c3ccc(OC)c(OC)c3)oc2C)CC1	4	-9	-2
CCOC(=O)c1cnc2c(OC)cccc2c1N1CCN(c2ccc(OC)cc2)CC1	31	2	-1
O=C(Nc1ccc(-c2cn3ccsc3n2)cc1)C1CCCC1	-49	16	-6
COC(=O)C1(C(=O)OC)Sc2ccccc2C1=O	10	-2	0
CCC(C)NC(=O)CSc1nnc(-c2cc(-c3ccc(C)cc3)nc3ccccc23)n1N (centres undefined)	30	6	-2
(more compounds)
SMILES	C2C12 statin	PGC1a acetyl inh	Cneo AK release
Cc1ccc(NC2=NC(c3ccc(O)cc3)n3c(nc(C)cc3=O)N2)cc1 (centres undefined)	13	12	-4
Cc1ccc(NC(=O)c2ccco2)c(NC(=O)c2cccs2)c1	0	7	0
COc1cc(OC)c(NC(=O)c2ccc(Br)o2)cc1Cl	-4	-19	3
CCn1c(Cc2cccn2C)nnc1SCC(=O)c1ccc(C)cc1	45	-3	0
CC(C)(CNC(=O)c1cccs1)CNC(=O)c1cccs1	4	-13	1
CC(=O)c1c(C)[nH]c(C(=O)N2CCc3ccccc3C2)c1C	19	-18	0
COCCn1c(=S)[nH]c2ccc(N(C)C)cc2c1=O	-5	-8	5
O=C(CCc1ccccc1)Nc1nc2n(n1)C(c1ccc(Cl)cc1)CC(=O)N2 (centres undefined)	2	-6	-1
COC(=O)C1=NN(c2ccccc2)C2(S1)SC(C(C)=O)=C(C)N2c1ccccc1 (centres undefined)	9	0	3
CCCCCSc1nncc(=O)[nH]1	3	9	1
CCNC(=S)NC1CC2CCCC(C1)N2Cc1ccco1 (centres undefined)	-3	1	0
Cn1nc(C(F)(F)F)c(/C=N/OC(=O)c2ccccc2Cl)c1SCc1ccc(Cl)cc1	-124	-1	3

7 structures from above, sorted by formula weight, descending:
SMILES	C2C12 statin	PGC1a acetyl inh	Cneo AK release
Cn1nc(C(F)(F)F)c(/C=N/OC(=O)c2ccccc2Cl)c1SCc1ccc(Cl)cc1	-124	-1	3
O=C(CCc1ccccc1)Nc1nc2n(n1)C(c1ccc(Cl)cc1)CC(=O)N2 (centres undefined)	2	-6	-1
Cc1ccc(NC(=O)c2ccco2)c(NC(=O)c2cccs2)c1	0	7	0
CC(C)(CNC(=O)c1cccs1)CNC(=O)c1cccs1	4	-13	1
CCNC(=S)NC1CC2CCCC(C1)N2Cc1ccco1 (centres undefined)	-3	1	0
CC(=O)c1c(C)[nH]c(C(=O)N2CCc3ccccc3C2)c1C	19	-18	0
CCCCCSc1nncc(=O)[nH]1	3	9	1

Following part.
SMILES	C2C12 statin	PGC1a acetyl inh	Cneo AK release
COC(=O)c1c(NC(=O)/C=C/C(=O)O)sc(Cc2ccccc2)c1C	-6	-13	1
CC(C)CCNC(=O)COc1ccc2c(c1)C(=O)CC(C)(C)O2	11	4	1
CS(=O)(=O)N(CC(=O)N1CCN(c2ccccc2)CC1)C1CCCCC1	-5	7	2
CCOC(=O)C(NC(=O)c1ccccc1)(N1CCOCC1)C(F)(F)F (centres undefined)	6	12	-1
CC1=C(C(=O)Nc2cccnc2)C(c2cccnc2)n2nc(-c3cccs3)nc2N1 (centres undefined)	8	2	2
N#Cc1c(/N=C/c2cc(Br)cs2)sc2c1CCC2	68*	4	-2
C/C(=N\OC(=O)c1cccc(Cl)c1)c1sc(C)nc1C	-10	-2	-6
CCOC(=O)c1nnc(-c2ccc(C)cc2)nc1Oc1ccc(Cl)cc1Cl	-1	5	-3
Cc1ccc(S(=O)(=O)N2c3cc(C)ccc3OCC2C(C)(C)C)cc1 (centres undefined)	-7	-23	-1
CCN(CC)c1nc(C#N)nc(N(CC)CC)n1	-16	32	-1
CCCn1c(C(=O)OC)cc2c1ccn2-c1ccc(F)cc1	-18	-17	-4
c1ccc2[nH]c(NCCN3CCOCC3)nc2c1	13	7	-2

Taken from above:
In C2C12 statin, `CS(=O)(=O)N(CC(=O)N1CCN(c2ccccc2)CC1)C1CCCCC1` shows -5
In C2C12 statin, `CC1=C(C(=O)Nc2cccnc2)C(c2cccnc2)n2nc(-c3cccs3)nc2N1` (centres undefined) shows 8
In Cneo AK release, `CCOC(=O)c1nnc(-c2ccc(C)cc2)nc1Oc1ccc(Cl)cc1Cl` shows -3

Further compounds follow:
SMILES	C2C12 statin	PGC1a acetyl inh	Cneo AK release
CCCN(Cc1cc2cccc(C)c2[nH]c1=O)C(=O)c1cccc(OC)c1	-5	0	-4
CC(C#CCN1CCCCC1)OCCOCc1ccccc1 (centres undefined)	1	-1	-7
O=C(CCN1CCCCCC1)Nc1ccc(F)c(F)c1	4	4	2
Cc1ccccc1NC(=O)c1sc2nc3c(c(-c4ccco4)c2c1N)CCC3	-32	-15	2
C#CCOCCOCCOCCNc1nc(N2CCN(C(=O)[C@H](CCC(=O)O)n3cc(C(N)Cc4ccc(O)cc4)nn3)CC2)nc(N2CCN(C(=O)[C@H](Cc3cc4ccccc4[nH]3)n3cc(C(N)[C@H](C)CC)nn3)CC2)n1 (some centres undefined)	-7	1	1
